# Source: PubChem BioAssay
# NR5A2 inv ag – suppresses constitutive activity of human LRH-1; O00482; HEK293T StAR-luciferase reporter, LRH-1 transfected, 24 h; inhibition, % at 3.6 µM; 360,000 tested, 0.13% active; AID 602396;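 active means inhibition above the mean inhibition of all tested compounds plus 3 SD, cut at about 73% in these data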;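 further: 0% = DMSO wells and 100% = reporter-only cells lacking LRH-1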
# NCOA3 inh – human NCOA3 inhibition. Q9Y6Q9. HEK293 GAL4-SRC3 luciferase reporter, luminescence. inhibition, % at 3.6 µM. 360,000 tested, 0.17% active. AID 588352;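 active means inhibition above a per-campaign cutoff, the mean of all compounds plus 3 SD, cut at about 60% in these data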;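 further: 0% = DMSO-treated cells and 100% = gossypol-treated cells at 36 µM; higher means less SRC3-driven luciferase light from the GAL4 reporter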
# SRC1 inh – inhibits human SRC1 coactivator. HEK293 GAL4-SRC1 luciferase reporter, luminescence. inhibition, % at 3.6 µM. 360,000 tested, 0.12% active;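 active means inhibition above the campaign mean plus 3 SD, with each screening campaign given its own cutoff, cut at about 60% in these data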;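 further: 0% = DMSO treated cells and 100% = gossypol at 36 µM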
# CF NFkB block – inhibitors of cystic fibrosis induced NF-kB; KKLEB NF-kB-GFP reporter, PAF-induced, GFP fluorescence overnight; 360,000 tested, 0.86% active; AID 588850; inhibition, % at 5 µM;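 active means at least 50% inhibition at 5 µM, scaled per plate between neutral and stimulator controls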;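 further: PAF is a Pseudomonas aeruginosa culture filtrate used as stimulus; plate controls were PAF-stimulated DMSO wells for no effect and unstimulated DMSO wells for full effect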
# EBV LMP1 NFkB – inhibitors of Epstein-Barr LMP1-induced NF-kappaB reporter; LMP1-induced NF-kappaB luciferase reporter cells, luminescence; inhibition, % at 12.5 µM; 350,000 tested, 0.69% active; in the data active means inhibition above about 41%;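 further: 0% = neutral control wells and 100% = reference inhibitor control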
# C8 TRAIL sens – caspase-8 TRAIL sensitization; inhibition (viability loss, TRAIL sensitization), % at 10 µM; AID 624354; 360,000 tested, 1% active; NB7+C8 cells + TRAIL, ATPlite viability luminescence;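 active means compounds causing at least 50% loss of cell viability in the single-dose screen, relative to plate controls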
# KKLEB tox – reduces viability of KKLEB cystic fibrosis airway cells | KKLEB CF airway cells viability, ATPlite luminescence, overnight; stronger effect = lower value; cells stimulated with P. aeruginosa culture filtrate | 360,000 tested, 0.36% active | activity change (cytotoxicity), % at 5 µM;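 active means corrected activity change at or below -50% at 5 µM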
# COUP-TFII inh – inhibitors of human COUP-TFII (NR2F2) | HEK293T NGFI-A luciferase reporter, luminescence | P24468 | 370,000 tested, 0.7% active | inhibition, % at 8.6 µM | AID 686940;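 active means inhibition above a per-plate cutoff, mean inhibition of test wells between control levels plus 3 SD, cut at about 38% in these data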;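 further: cells cotransfected with COUP-TFII expression vector driving the NGFI-A reporter; 0% = median of COUP-TF2 test wells and 100% = reporter-only cells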
# NCOA2 inhibitor – human SRC2 (NCOA2) inhibition. HEK293 GAL4-SRC2 luciferase reporter, luminescence. inhibition, % at 9 µM. 370,000 tested, 0.17% active. AID 651957;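 active means inhibition above the mean inhibition of all tested compounds plus 3 SD, set per campaign, cut at about 52% in these data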;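 further: 0% = DMSO treated cells and 100% = cells given Gossypol at 36 µM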
# Target sequence (Q15596 whole entry, looked up, the tested form may be a part): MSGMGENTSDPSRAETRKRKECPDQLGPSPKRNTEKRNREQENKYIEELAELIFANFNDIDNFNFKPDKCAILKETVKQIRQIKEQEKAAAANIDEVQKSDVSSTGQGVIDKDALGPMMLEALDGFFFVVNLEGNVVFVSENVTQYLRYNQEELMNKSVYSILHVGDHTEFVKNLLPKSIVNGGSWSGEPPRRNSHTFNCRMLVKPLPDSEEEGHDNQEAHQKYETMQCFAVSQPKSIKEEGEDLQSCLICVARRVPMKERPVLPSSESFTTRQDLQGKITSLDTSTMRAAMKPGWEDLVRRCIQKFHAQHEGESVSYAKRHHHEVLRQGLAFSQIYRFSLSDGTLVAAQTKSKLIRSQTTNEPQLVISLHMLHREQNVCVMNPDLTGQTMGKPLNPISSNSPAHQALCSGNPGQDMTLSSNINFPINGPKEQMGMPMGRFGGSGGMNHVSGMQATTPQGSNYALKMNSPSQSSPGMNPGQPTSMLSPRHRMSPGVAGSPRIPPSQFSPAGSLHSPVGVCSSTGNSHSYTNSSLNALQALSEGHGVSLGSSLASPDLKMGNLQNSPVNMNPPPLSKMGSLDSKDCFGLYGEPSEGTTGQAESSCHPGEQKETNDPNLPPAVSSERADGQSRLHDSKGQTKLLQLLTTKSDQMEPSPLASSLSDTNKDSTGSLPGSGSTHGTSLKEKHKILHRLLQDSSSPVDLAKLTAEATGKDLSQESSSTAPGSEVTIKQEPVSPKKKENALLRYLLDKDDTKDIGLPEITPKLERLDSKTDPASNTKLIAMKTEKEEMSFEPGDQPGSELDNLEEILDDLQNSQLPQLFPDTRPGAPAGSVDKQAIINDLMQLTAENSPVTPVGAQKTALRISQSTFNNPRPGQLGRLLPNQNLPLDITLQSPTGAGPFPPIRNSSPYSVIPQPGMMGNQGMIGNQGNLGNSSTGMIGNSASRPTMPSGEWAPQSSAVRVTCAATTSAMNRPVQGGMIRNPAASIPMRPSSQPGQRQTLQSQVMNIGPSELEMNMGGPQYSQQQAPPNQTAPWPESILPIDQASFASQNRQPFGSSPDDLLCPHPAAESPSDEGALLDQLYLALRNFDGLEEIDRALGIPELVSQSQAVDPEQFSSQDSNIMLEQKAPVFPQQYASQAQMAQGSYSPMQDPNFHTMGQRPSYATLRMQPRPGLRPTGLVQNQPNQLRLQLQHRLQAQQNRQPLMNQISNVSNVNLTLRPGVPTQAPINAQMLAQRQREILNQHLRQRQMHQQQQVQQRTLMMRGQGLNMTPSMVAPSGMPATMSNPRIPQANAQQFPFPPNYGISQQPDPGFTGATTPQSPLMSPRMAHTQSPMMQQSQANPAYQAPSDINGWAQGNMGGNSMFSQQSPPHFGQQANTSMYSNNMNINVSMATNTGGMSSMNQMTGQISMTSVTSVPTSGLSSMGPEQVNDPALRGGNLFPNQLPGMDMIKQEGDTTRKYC
# TWEAK-Fn14 inh – TWEAK-Fn14 signaling inhibition; TWEAK-stimulated Fn14 reporter cells, luciferase luminescence, 8 h; inhibition, % at 10 µM; 360,000 tested, 2% active; AID 1159606; in the data active means inhibition above about 50%
# TROY NFkB inh – inhibitors of TROY-dependent NF-kB signaling; Q293 LMP1-TROYcd NF-kB luciferase reporter, 4 h; inhibition, % at 10 µM; 360,000 tested, 0.98% active; AID 1347056;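 active means compounds whose plate-normalised and pattern-corrected inhibition of the luciferase reporter signal at the single screening dose is 50% or more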
# * marks the source's active call; other numbers are inactive results.
SMILES,NR5A2 inv ag,NCOA3 inh,SRC1 inh,CF NFkB block,EBV LMP1 NFkB,C8 TRAIL sens,KKLEB tox,COUP-TFII inh,NCOA2 inhibitor,TWEAK-Fn14 inh,TROY NFkB inh
O=C1CN(C(=O)COC(=O)c2oc3ccccc3c2COc2ccccc2)c2ccccc2N1,24,12,7,-8,11,14,15,4,7,4,-7
O=C(O)CC(NC(=O)CC(c1ccccc1)c1ccccc1)c1cccc([N+](=O)[O-])c1 (configuration not stated),1,-14,9,7,1,-1,4,3,-11,-7,6
CC1(C)C(=O)Nc2ccccc2N1C(=O)CSc1nc(-c2ccccc2)cs1,-6,0,4,21,10,28,-29,-16,8,43,5
CCOc1ccc2nc(SCc3ccc(OC)cc3)sc2c1,-6,6,-17,-8,-17,11,1,-34,-2,-19,-28
Cc1cc(C(=O)NNC(=O)CCN2CCN(c3ccccc3)CC2)c2ccccc2n1,4,-18,-4,1,5,22,-1,-5,17,-13,1
COC(=O)[C@@]12CCCN1[C@H](c1ccc(-c3ccc(F)cc3)cc1)[C@H]1C(=O)N(C)C(=O)[C@H]12,7,-6,-23,-8,8,9,-14,-2,-15,-4,-19
O=C(c1cccs1)N1CCCC1,6,2,-40,4,-2,5,9,5,-9,0,-5
COc1ccc(N2CCN(C(=O)c3cc4c(=O)n(Cc5ccccc5)ccc4nc3C)CC2)cc1,-12,13,18,-1,5,-3,3,-2,-1,-14,5
COc1cc(-c2nnn(Cc3ccccc3C)n2)cc(OC)c1OC,-21,-11,5,-23,-1,-5,4,1,-2,-4,-11
COc1cc(OC)cc(-c2sc3ccc(OC)cc3c2C#CC(C)(C)O)c1,16,-6,-35,21,-12,-5,-4,-2,-15,-16,-22
O=C1/C(=C/c2cccnc2)SC(=NCc2ccccc2)N1Cc1ccccc1,-10,23,13,9,-4,-2,-7,11,6,2,2
COc1ccc(C(=O)NCC(=O)OCC(=O)Nc2sccc2C#N)cc1OC,-8,-17,-26,-7,-16,-3,4,-19,-20,-9,-39
O=c1[nH]c2c(s1)C(c1ccco1)C1C3CCC(C3)C1S2 (configuration not stated),-8,-27,3,14,4,3,-4,1,1,5,-10
Cc1nn(CCCC(=O)Nc2cc(Oc3ccc(F)cc3)cc([N+](=O)[O-])c2)c(C)c1[N+](=O)[O-],-3,-2,-5,-33,8,-1,3,-2,9,8,38
O=C(NCC1CCCO1)C1CC(c2ccc(Cl)c(Cl)c2)=NO1 (configuration not stated),-11,13,3,12,-22,-46,-15,12,-26,40,-6
O=C(NCCN1C(=O)S/C(=C\c2ccc(F)cc2)C1=O)C1CCN(S(=O)(=O)c2cccs2)CC1,15,8,-8,12,-16,3,4,-5,-1,-41,-25
CNC(=O)NC(=O)C(C)OC(=O)c1ccc(Cl)c(S(=O)(=O)Nc2ccc(F)cc2)c1 (configuration not stated),-1,16,12,6,1,7,-12,-20,-2,-4,-4
Cc1nn(C)c(C)c1CS(=O)(=O)c1ccccc1,2,13,1,-4,-3,-4,-2,-13,5,13,-24
O=C(O)CCC(=O)OCCN(Cc1ccc(Oc2ccc([N+](=O)[O-])cc2)cc1)C(=O)C(Cl)Cl,22,16,12,-18,1,-23,8,-6,11,4,-4
O=C(CCN1CCOCC1)Nc1ccc2c(c1)N(C(=O)CN1CCOCC1)c1ccccc1CC2,28,14,-6,-17,3,5,-2,3,14,-26,1
CC(C)NC(=O)c1ccc(S(=O)(=O)N(C)C)cc1,1,1,4,-8,-1,-5,-3,8,-15,0,20
CSc1nc(N2CCOCC2)c2c3c(sc2n1)CCCC3,2,2,5,24,2,4,-21,10,-6,-12,-13
Cc1nc2c(c(N3CCOCC3)n1)OCC(=O)N2,1,4,-10,25,7,-12,-13,-5,1,11,3
N#Cc1ccc(CSc2nnc(-c3ccccn3)n2-c2ccccc2)cc1,-14,-4,-10,-1,-4,-3,-3,-1,10,16,8
Cc1ccc(S(=O)(=O)N(C)C)cc1NC(=S)NNC(=O)C1CC1,-19,13,3,6,-1,2,8,-4,5,-5,-3
COc1ccc(CN2C3CCCC2CC(NC(=O)Nc2ccccc2C)C3)cc1 (configuration not stated),11,27,11,-20,2,34,10,-3,-15,62*,13
CN(C)C1=NCCN1CC1CCCCC1,-6,-15,-9,-17,1,3,5,0,-16,-6,-1
C=CCn1c(=O)c(C(=O)Nc2ccccc2C)c(O)c2ccccc21,10,-26,-34,6,-35,8,0,-10,-2,-23,-81
COc1ccc(-c2cc(-c3ccccc3)nc(N)n2)c(O)c1,-62,-3,-3,-104,0,13,22,-54,-32,33,-33
Cn1c(=O)c2c(ncn2CC(=O)NC[C@H]2O[C@@H](n3cnc4c(N)ncnc43)[C@H](O)[C@@H]2O)n(C)c1=O,-33,-18,-9,16,-2,0,0,-10,2,2,-16

# For convenience, three of the compounds above:
SMILES,NR5A2 inv ag,NCOA3 inh,SRC1 inh,CF NFkB block,EBV LMP1 NFkB,C8 TRAIL sens,KKLEB tox,COUP-TFII inh,NCOA2 inhibitor,TWEAK-Fn14 inh,TROY NFkB inh
C=CCn1c(=O)c(C(=O)Nc2ccccc2C)c(O)c2ccccc21,10,-26,-34,6,-35,8,0,-10,-2,-23,-81
COc1ccc(-c2cc(-c3ccccc3)nc(N)n2)c(O)c1,-62,-3,-3,-104,0,13,22,-54,-32,33,-33
Cn1c(=O)c2c(ncn2CC(=O)NC[C@H]2O[C@@H](n3cnc4c(N)ncnc43)[C@H](O)[C@@H]2O)n(C)c1=O,-33,-18,-9,16,-2,0,0,-10,2,2,-16

# (continued)
SMILES,NR5A2 inv ag,NCOA3 inh,SRC1 inh,CF NFkB block,EBV LMP1 NFkB,C8 TRAIL sens,KKLEB tox,COUP-TFII inh,NCOA2 inhibitor,TWEAK-Fn14 inh,TROY NFkB inh
Cc1cccc(C(=O)NNC(=O)c2ccco2)c1,-21,-24,-73,1,6,1,13,31,-30,-5,7
CC(C)(C)N(CC#CCC(O)(c1ccccc1)c1ccccc1)CCO,12,-4,3,0,2,1,5,0,15,-16,-9
Cn1cc([N+](=O)[O-])c(C(=O)Nc2ccn(C34CC5CC(CC(C5)C3)C4)n2)n1,-3,0,-1,28,5,-6,-2,2,16,-14,-27
COC(=O)c1c(-c2ccc(C(C)(C)C)cc2)csc1NC(=O)C1C2CCC(O2)C1C(=O)O (configuration not stated),-14,12,0,-11,0,3,13,6,0,9,14
Cc1nnsc1C(=O)NNS(=O)(=O)c1cc(C(F)(F)F)cc(C(F)(F)F)c1,14,25,7,4,-13,2,2,-7,-4,0,10
COc1ccc(NC2CCCN(C(=O)c3cccnc3)C2)cc1 (configuration not stated),-3,12,-1,-14,2,-8,7,-2,23,0,-1
COc1ccc(/C=N/N(c2ccccc2)c2ccccc2)cc1O,24,-12,3,11,5,-6,5,-30,-24,7,-26
COCCCNC(=S)Nc1ccccc1C,7,0,9,-21,-2,-9,17,14,8,-2,4
O=C1C2C3C=CC(C3=C3CCCCC3)C2C(=O)N1c1ccccc1 (configuration not stated),-18,-3,7,-8,-3,-3,-5,3,17,4,-5
CCOc1ccccc1NC(=O)N1CCCC1C(=O)NCc1cccs1 (configuration not stated),5,12,12,-9,-2,6,20,20,-3,1,-13
Nc1nc(-c2ccco2)nn1C(=O)CCc1ccccc1,-11,12,-10,12,-4,-6,-4,2,7,15,1
O=C(N/N=C1\CCCc2ccccc21)C(O)c1ccccc1 (configuration not stated),3,18,-5,-4,-10,-3,3,-14,7,8,-8
Cc1cc(Br)ccc1NC(=O)CN(C)C(=O)c1cc(S(=O)(=O)N(C)C)ccc1N1CCCC1,-17,-4,8,4,0,-9,-2,1,-8,88*,-5
Cc1ccnc(NC(=O)c2ccc(COc3ccc(Cl)cc3)o2)c1,-59,-1,-34,11,-3,-7,-3,-22,-21,9,-12
CCCC(C(=O)N(C)CC(=O)Nc1ccc(N2CCOCC2)cc1)c1ccccc1 (configuration not stated),-20,-3,3,-4,-8,4,20,-5,-1,3,-4
CC1CCCC(C)N1C(=O)COc1ccc(C(=O)N/N=C/c2ccc(C(=O)O)cc2)cc1 (configuration not stated),-12,1,-4,3,-13,-4,-1,1,-1,0,-7
CC(C)(C)OC(=O)COc1ccc(/C=N/NC(=O)CN2CCCCC2)cc1,-60,-62,-67,3,3,-10,-19,-36,-70,-2,-7
Fc1ccccc1CN1CCCN(C(=S)Nc2cccc(Cl)c2)C1,-15,5,-15,14,5,-7,-12,-17,-8,-5,26
COc1ccccc1N(CC(O)CN(c1ccccc1)S(C)(=O)=O)S(=O)(=O)c1ccccc1 (configuration not stated),11,-5,-2,-6,-9,23,6,4,-23,6,-7
Cc1ccc(C2=NN(C(=O)CNCCO)C(c3cccs3)C2)cc1 (configuration not stated),-36,-38,-28,0,-7,2,1,-16,-50,-17,-56
FC(F)Oc1ccc(NC(=S)N2CCN(Cc3ccccc3)CC2)cc1,1,19,8,14,3,-17,0,-3,-19,9,-24
CCc1cc2c(=O)n3c(nc2s1)-c1[nH]c2ccc(OC)cc2c1CC3,-54,-76,-69,12,-19,-5,-2,-8,-23,-44,-20
O=C1CCc2cc(S(=O)(=O)NCCC(=O)NC3CCCCC3)ccc2N1,-7,18,-14,-1,1,-18,1,3,-7,2,0
COc1ccc(OC)c(NC(=O)c2nnn(CCc3ccccc3)c2N)c1,17,1,-22,0,11,-9,1,-15,-17,-26,-18
COc1ccc(C(=O)NC(=S)Nc2ccccc2N2CCCCC2)cc1[N+](=O)[O-],6,9,20,33,27,7,1,24,17,18,-7
CCC(C)n1c(SCC(=O)NCc2ccco2)nnc1-c1cccc(S(=O)(=O)N2CCOCC2)c1 (configuration not stated),-3,-20,0,0,0,-6,0,-3,6,3,-10
Cc1cc(N2CCN(C(=O)Nc3ccccc3C#N)CC2)c2ccccc2n1,22,-5,0,-16,4,-1,0,-2,0,-8,-20
Cn1c(SCC(=O)NC2CCCCC2)nnc1-c1cc2cc(Cl)ccc2o1,4,1,-36,3,-41,12,-2,-7,-1,-14,-46
O=[N+]([O-])c1ccc(NCc2ccccc2)nc1,-15,-47,-48,8,-3,-2,-11,-32,-61,-15,-24
C[C@H]1CN([C@@H](C)CO)S(=O)(=O)c2ccc(Br)cc2O[C@H]1CN(C)Cc1ccccc1,-6,3,7,-21,-3,-19,-6,15,6,7,-4
COc1ccc(NC(=S)NCCc2ccccc2)c(OC)c1,-21,16,-5,-3,3,-5,8,-10,-7,12,11
C=C(C)C1CC=C(C)/C(=N/NC(=O)COc2ccc(Cl)cc2)C1 (configuration not stated),6,8,2,-8,-1,1,7,-4,10,9,-4
COC(=O)c1cc(C#N)c(OC(C)C)nc1C,-3,5,-33,-6,-2,3,11,-3,-7,13,-10
CCOC(=O)C(Cc1ccccc1)NC(=O)CCc1c(C)nc2nc(C)nn2c1C (configuration not stated),8,17,5,1,1,-12,10,6,9,-12,-14
Cc1cccc(OCCOC(=O)c2c(-c3ccccc3)noc2C)c1,-4,-11,5,25,6,8,-10,-6,6,19,13
CCOC(=O)C1=C(C)N(CCCCCC(=O)O)C(=O)NC1c1ccccc1Cl (configuration not stated),6,15,-10,8,-3,-1,11,7,-39,-10,5
